# Source: PubChem (several laboratories)
# MBD2 inh = inhibitors of MBD2 binding to methylated DNA, primary screen, biochemical, TR-FRET, DNA-binding domain, human; Methyl-CpG-binding domain protein 2 (Homo sapiens), Q9UBB5; MBD2 binding to methylated oligonucleotide; inhibition, % at 4.4 µM; hit rate 0.31% among 370,000; AID 686964, 2013; in the data active = inhibition above about 13%
# Target sequence (Q9UBB5 whole entry, looked up, the tested form may be a part): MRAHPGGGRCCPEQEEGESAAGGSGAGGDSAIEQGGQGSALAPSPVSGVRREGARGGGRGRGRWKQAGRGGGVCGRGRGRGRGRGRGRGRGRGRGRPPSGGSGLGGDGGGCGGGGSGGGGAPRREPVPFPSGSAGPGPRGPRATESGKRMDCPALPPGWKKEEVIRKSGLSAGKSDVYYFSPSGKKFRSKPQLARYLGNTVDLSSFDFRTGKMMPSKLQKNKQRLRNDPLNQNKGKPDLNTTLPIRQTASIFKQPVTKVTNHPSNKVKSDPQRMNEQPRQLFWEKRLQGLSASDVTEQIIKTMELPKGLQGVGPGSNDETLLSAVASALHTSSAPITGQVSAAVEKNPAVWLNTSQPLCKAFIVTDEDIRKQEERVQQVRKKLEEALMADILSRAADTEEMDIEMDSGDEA
# HTRA1 inhibitor = HTRA1 serine protease inhibitors, primary screen, biochemical, fluorescence polarization, HTS. recombinant HTRA1, FP-rhodamine activity-based probe. inhibition, % at 5.96 µM. hit rate 0.5% among 340,000. AID 504803, 2011; in the data active = inhibition above about 36%;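 note: 0% = enzyme with DMSO and 100% = wells lacking enzyme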
# Target sequence (Q92743 whole entry, looked up): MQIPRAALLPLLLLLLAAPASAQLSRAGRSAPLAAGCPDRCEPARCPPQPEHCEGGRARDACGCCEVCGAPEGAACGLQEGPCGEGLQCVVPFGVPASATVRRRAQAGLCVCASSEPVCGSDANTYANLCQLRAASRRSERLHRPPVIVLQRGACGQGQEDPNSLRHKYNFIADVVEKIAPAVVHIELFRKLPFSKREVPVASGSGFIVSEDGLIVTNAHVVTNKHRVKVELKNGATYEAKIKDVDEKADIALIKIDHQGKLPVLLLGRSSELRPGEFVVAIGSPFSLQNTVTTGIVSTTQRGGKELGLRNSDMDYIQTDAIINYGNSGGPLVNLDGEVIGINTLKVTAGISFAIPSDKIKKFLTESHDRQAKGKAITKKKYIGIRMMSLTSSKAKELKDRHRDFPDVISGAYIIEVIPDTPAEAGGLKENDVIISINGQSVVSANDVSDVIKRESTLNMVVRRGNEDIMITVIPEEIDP
# rCAG binder = binders of r(CAG) RNA repeats, primary screen, biochemical, fluorescence. r(CAG) RNA repeat, TO-PRO-1 dye displacement fluorescence. inhibition, % at 3 µM. hit rate 1.3% among 370,000. AID 651821, 2012;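 active = inhibition above the plate cutoff, the mean of all test compounds on that plate plus 3 SD, cut at about 35% in these data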;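 note: 0% = DMSO alone and 100% = 100 µM mitoxantrone as full dye displacement; higher means more dye released from RNA so lower well fluorescence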
# ABHD4 inh = ABHD4 inhibitors, primary screen, biochemical, fluorescence polarization, mouse; purified mABHD4, FP-Rh probe fluorescence polarization; hit rate 0.54% among 370,000; (Lyso)-N-acylphosphatidylethanolamine lipase (Mus musculus), Q8VD66; inhibition, % at 8.92 µM;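 active = inhibition exceeding the mean over every tested compound plus 3 SD, cut at about 30% in these data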;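 note: 0% = plate median of compound wells and 100% = S159A mutant with DMSO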
#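 Assay system: wild-type mouse ABHD4 protein; compound: single nominal dose of 8.92 µM, 0.89% DMSO final; schedule: 45 min + 60 min at 25 °C; measured by: FP readout, ex 525 nm / em 598 nm; evaluation: % inhibition of FP-Rh probe binding versus controls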
# UHRF1 MBD2 ctr = UHRF1 methylated DNA binding inhibitors, primary screen, counter-screen for MBD2 inhibitor project, biochemical, TR-FRET, human UHRF1, single concentration. E3 ubiquitin-protein ligase UHRF1 (Homo sapiens), Q96T88. UHRF1 binding to methylated oligo. inhibition, % at 4.4 µM. hit rate 0.75% among 370,000. AID 687016, 2013; in the data active = inhibition above about 21%;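 note: UHRF1 SRA domain binding a hemimethylated CpG hairpin DNA probe; 0% = median of test compound wells and 100% = reference inhibitor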
# PRMT1 FP inh = PRMT1 methyltransferase inhibitors, primary screen, biochemical, fluorescence polarization; recombinant PRMT1, activity-based probe fluorescence polarization; hit rate 1.3% among 370,000; inhibition, % at 2.79 µM;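 active = inhibition above about 21% made by adding two undisclosed values, limit read from the data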
# LEDGF integ inh = blockers of LEDGF/p75-dependent integrase strand transfer – biochemical, TR-FRET, high throughput, primary screen; HIV-1 integrase (with human LEDGF/p75); TR-FRET IN-LEDGF/p75 DNA integration, Eu/Cy5; inhibition, % at 3.7 µM; hit rate 0.64% among 370,000;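 active = inhibition above the screen-wide mean plus 3 SD, cut at about 13% in these data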;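 note: signal is the Cy5 over europium emission ratio at 671 and 618 nm; 0% = plate median of compound wells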
# Rev-erbA mod = modulators of Rev-erb alpha DNA binding, primary screen, biochemical, FITC-DNA, fluorescence polarization, uHTS. Nuclear receptor subfamily 1 group D member 1 (Homo sapiens), P20393. Rev-erbα–FITC-DNA binding, 90 min. AID 1259318, 2017. activity, % at 10 µM. hit rate 0.79% among 370,000;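 active = activity above about 14%, limit read from the data; passing the limit was not always enough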;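 note: 0% = DMSO wells with 35 nM protein and 100% = DMSO wells with 750 nM protein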
# TCR CD3 inh = inhibitors of human TCR-CD3 interaction, primary screen, biochemical, fluorescence, TAMRA-labeled TCR probe. inhibition, % at 9.4 µM. T-cell receptor (TCR). hit rate 0.37% among 360,000; in the data active = inhibition above about 19%;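 note: recombinant mutant TCR 2C K166C tagged with TAMRA read by polarization; 0% = receptor in buffer alone and 100% = receptor with positive control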
# PG9 Ab binder = binders of HIV-1 gp120 antibody PG9, primary screen, biochemical, TR-FRET. HIV-1 gp120 / PG9 antibody interaction. TR-FRET gp120-PG9 antibody binding. inhibition, % at 6.7 µM. hit rate 0.43% among 360,000; in the data active = inhibition above about 8.5%
# Starred values were filed as active, the others as inactive; . = no result given; & = joins results of further samples. Not all compounds are listed; the hit share may differ from the screen's.
SMILES,MBD2 inh,HTRA1 inhibitor,rCAG binder,ABHD4 inh,UHRF1 MBD2 ctr,PRMT1 FP inh,LEDGF integ inh,Rev-erbA mod,TCR CD3 inh,PG9 Ab binder
Cc1nc(C)c(-c2nnc(-c3ccccc3Cl)o2)cc1C(=O)NN,-1,-10,5,6,-3,0,2,-2,8,-0.9
COc1ccc(Nc2nnc(Cc3ccccc3)c(=O)[nH]2)c(OC)c1,-1,-8,3,0,-2,-1,1,2,0,-0.1
COC(=O)C1=C(C)NC(C)=C(C(=O)OC)C1C(=O)OC(C)C(=O)c1ccccc1 (configuration not stated),4&3,13&-2,-2&-4,4&-3,0&2,1&-6,-3&1,11&5,-11&3,0.1&-0.4
COC(=O)c1cn(-c2nc(C)c3c(n2)CCC3)nn1,0,6,-4,-2,0,5,-5,0,-8,-0.8
O=C(COC(=O)/C=C/c1ccc(S(=O)(=O)N2CCCCCC2)cc1)NCc1ccccc1Cl,-5,-5,29,3,-1,0,-2,-1,1,-2.2
C/C(=C/c1c[n+](Cc2ccc3c(c2)OCO3)c(N)[nH]1)Cn1[nH]c(=O)n(-c2ccccc2)c1=O,-5,.,7,12,-2,-4,-1,-3,.,.
CCOC(=O)CSc1nc2ccccc2c(=O)n1CCC(=O)NCCc1ccc(OC)c(OC)c1,2,-1,-2,8,-1,-5,2,1,0,-1.9
CC(C)(C)C(=O)Nc1ccc2c(c1)-c1cc(NC(=O)C(C)(C)C)ccc1C2,2,7,4,-8,1,-4,6,1,1,-2.8
CN(C(=O)c1cccc(NC(=O)Cc2ccc(NC(=O)C3CCCN(S(=O)(=O)c4cccc([N+](=O)[O-])c4)C3)cc2)c1)C1CCCC1 (configuration not stated),1,-27,18,-23,0,1,1,2,-2,0.9
COc1cc(Nc2ccc(C(=O)O)cc2[N+](=O)[O-])cc(OC)c1,-13,-6,6,36*,-5,4,-4,3,-4,-2.4
O=c1[nH]c2ccc(S(=O)(=O)Nc3ccc(-c4nnc5n4CCCCC5)cc3)cc2o1,-1,-3,9,15,0,0,-1,2,7,-0.1
O=C(CCC(=O)Nc1ccc(Cl)cc1Cl)NNC(=O)Nc1ccccc1,7,-2,2,-3,-2,1,4,4,9,-1.3
CCOC(=O)c1cnc(SCc2nc(N)nc(Nc3ccc(C)cc3)n2)nc1N,2,-41,5,-28,3,7,-2,-2,-7,0.2
COc1cc2c(cc1OC)-c1cc(Nc3ccccc3C)nc(=O)n1CC2,2,-2,5,-2,0,1,8,0,2,1.0
Cc1cccn2c(=O)c3cc(C(=O)NC4CCCCC4)c(=N)n(Cc4ccc(F)cc4)c3nc12,-2,-12,5,0,1,2,-4,-1,0,-0.2
COc1ccc(NC(=O)CN2CCN(c3c(C)cccc3C)CC2)cc1,-2,-18,-8,2,0,3,4,3,-4,1.9
COc1ccc(CCN2C(=O)/C(=C\c3ccco3)SC2=S)cc1OC,8,9,20,0,6,12,8,4,-16,-1.0
Cc1ccc(OC(=O)C(C)c2cccc(C(=O)c3ccccc3)c2)cc1 (configuration not stated),1,1,-2,7,3,-1,-4,-1,-6,1.1
CN(C)c1ccc(-c2ccc([C@H]3[C@@H]4C=CCC[C@@]4(C)C(=O)N3Cc3ccccc3)c(F)c2)cc1,-6,-27,4,12,0,-2,1,-3,3,-0.9
O=S(=O)(c1ccc(Cl)nc1)N1CCN(c2ncccn2)CC1,7,-3,-3,-2,-2,-2,-4,4,6,-2.6
CN(C)c1ccc(S(=O)(=O)NCC(=O)N2CCN(S(=O)(=O)c3cccc(F)c3)CC2)cc1[N+](=O)[O-],-11,2,7,4,-3,-1,0,-1,-2,-0.8
COc1ccc(C2/C=C\CN(C(=O)OCC3c4ccccc4-c4ccccc43)CC(=O)N2Cc2cccc(F)c2)cc1 (configuration not stated),0,-45,9,-8,1,-1,2,2,-6,-1.4
O=c1c(F)cn(C2CCCO2)c(=O)n1Cc1ccccc1F (configuration not stated),-10,7,-1,-9,-5,-2,0,1,2,1.2
O=C(O)C1=C[C@H](c2ccc(C(F)(F)F)cc2)C[C@H](OCCCCO)O1,-5,-1,5,2,1,2,3,1,4,0.2
CCOc1ccc(S(=O)(=O)Nc2cc(S(=O)(=O)N(CC)CC)ccc2N2CCCC2)cc1,-1,-27,3,8,6,1,1,-3,-4,-1.1

# Already shown: 9 of the compounds above.
SMILES,MBD2 inh,HTRA1 inhibitor,rCAG binder,ABHD4 inh,UHRF1 MBD2 ctr,PRMT1 FP inh,LEDGF integ inh,Rev-erbA mod,TCR CD3 inh,PG9 Ab binder
COc1ccc(CCN2C(=O)/C(=C\c3ccco3)SC2=S)cc1OC,8,9,20,0,6,12,8,4,-16,-1.0
Cc1ccc(OC(=O)C(C)c2cccc(C(=O)c3ccccc3)c2)cc1 (configuration not stated),1,1,-2,7,3,-1,-4,-1,-6,1.1
CN(C)c1ccc(-c2ccc([C@H]3[C@@H]4C=CCC[C@@]4(C)C(=O)N3Cc3ccccc3)c(F)c2)cc1,-6,-27,4,12,0,-2,1,-3,3,-0.9
O=S(=O)(c1ccc(Cl)nc1)N1CCN(c2ncccn2)CC1,7,-3,-3,-2,-2,-2,-4,4,6,-2.6
CN(C)c1ccc(S(=O)(=O)NCC(=O)N2CCN(S(=O)(=O)c3cccc(F)c3)CC2)cc1[N+](=O)[O-],-11,2,7,4,-3,-1,0,-1,-2,-0.8
COc1ccc(C2/C=C\CN(C(=O)OCC3c4ccccc4-c4ccccc43)CC(=O)N2Cc2cccc(F)c2)cc1 (configuration not stated),0,-45,9,-8,1,-1,2,2,-6,-1.4
O=c1c(F)cn(C2CCCO2)c(=O)n1Cc1ccccc1F (configuration not stated),-10,7,-1,-9,-5,-2,0,1,2,1.2
O=C(O)C1=C[C@H](c2ccc(C(F)(F)F)cc2)C[C@H](OCCCCO)O1,-5,-1,5,2,1,2,3,1,4,0.2
CCOc1ccc(S(=O)(=O)Nc2cc(S(=O)(=O)N(CC)CC)ccc2N2CCCC2)cc1,-1,-27,3,8,6,1,1,-3,-4,-1.1

# The list continues:
SMILES,MBD2 inh,HTRA1 inhibitor,rCAG binder,ABHD4 inh,UHRF1 MBD2 ctr,PRMT1 FP inh,LEDGF integ inh,Rev-erbA mod,TCR CD3 inh,PG9 Ab binder
COC(=O)[C@]12C[C@H](CC(=O)N3CCOCC3)C(=O)N(Cc3cccc4ccccc34)C1=C[C@H](C(C)C)O[C@@H]2C1CC1,1,.,4,-1,1,1,-1,4,.,.
CCOC(=O)N/N=C(\C)c1ccc(Oc2ncccn2)cc1,-2,10,-1,0,2,0,3,2,-7,-2.1
C[C@H]1C2CC(OC(=O)NCc3ccccc3)C(C2)[C@H]2CCCCN21 (some centres not stated),2,.,4,3,1,1,-8,0,.,.
O=C(NCc1ccc(F)cc1)c1cc(S(=O)(=O)N2CCCCC2)ccc1Cl,1,-3,-1,-9,4,-2,4,4,-6,-0.4
CC1C/C(=N/Nc2nc3ccccc3[nH]2)CC(C)(C)C1 (configuration not stated),5,30,5,25,-6,1,-4,4,-1,-1.7
CCS(=O)(=O)N1CCC(C(=O)NCc2ccc(OC)cc2)CC1,-2,8,-5,-3,-1,-2,6,1,2,-1.4
COc1ccc(-c2nn(-c3ccccc3)cc2/C=N/n2cnnc2)cc1OC,9,-10,-3,1,-3,-1,-1,0,7,0.8
CCN(CC)CCCNC(=O)c1nn2c(C(F)(F)F)cc(-c3ccccc3)nc2c1Cl,-5,-5,0,0,-1,-1,-4,-2,-4,-0.9
O=C(Nc1cc(S(=O)(=O)N2CCCCC2)ccc1Cl)c1ccc(F)cc1,5,-11,3,-3,4,2,-3,-4,-6,1.2
Cc1nc(N)sc1N=Nc1ccc(Br)cc1,-8,19,12,18,-5,-1,-3,-8,7,-0.5
CCCC[C@H](CCCc1ccc(F)cc1)CCC(=O)N(c1ccccc1)c1ccccc1,1,.,3,-8,2,0,6,-2,.,.
CCc1nc2ccc(C(=O)N3CCN(S(=O)(=O)CC)CC3)cn2c1N(CC)C(=O)NCCc1ccccc1,0,.,0,11,0,0,1,3,0,-1.1
O=S(=O)(NC1CCCCC1)c1ccc(Cl)s1,5,-4,-3,14,-1,3,-2,13,0,-0.2
COc1cc(-c2cc(OC)c3c(C)oc(C)c3c(=O)c2)ccc1O,-6,9,9,2,-7,7,-1,-8,4,0.8
CCOC(=O)N1CCC(NC(=O)c2ccc3c(c2)N(Cc2ccc(C)cc2)CCS3)CC1,2,0,2,8,0,4,-5,30*,-4,22*
Cc1ccc(S(=O)(=O)NC(=O)Nc2cccc(S(=O)(=O)N(C)C)c2)cc1,56*,0,1,1,2,5,-1,-8,0,1.9
COC(=O)N1C[C@H](OCc2cn(-c3ccc(OC)cc3)nn2)[C@H]2C[C@@H]1c1ccccc1O2,1,.,-1,0,4,1,-1,1,4,1.6
CN(CC(=O)Nc1ccc(Cl)cc1)C(=O)CN1C(=O)C2CCCCC2C1=O (configuration not stated),-2,-3,-1,5,2,-1,-3,-4,-9,-0.1
C/C(=N/NC(=O)CN1CCN(Cc2ccccc2Cl)CC1)c1ccco1,1,4,-9,5,-1,-1,-4,-1,4,0.1
Cc1ccc(NCc2nnc(SCC(=O)Nc3cc(C)on3)n2C)cc1,6,5,3,-9,2,2,-3,-5,-13,-0.2
CCc1nnc(NS(=O)(=O)c2ccc(N/C=C(\C=O)c3nc4cc(Cl)ccc4o3)cc2)s1,0,-12,42*,1,-3,2,6,-4,7,-2.3
CC1(c2ccc(Cl)cc2Cl)NC(=O)N(CC(=O)Nc2cccnc2Cl)C1=O (configuration not stated),0,1,-1,2,-1,1,-2,10,4,0.0
CCOC(=O)Cc1csc(N/N=C\c2cccc(Br)c2)n1,1,-4,10,6,-1,1,4,3,-3,-3.9
O=C(NCc1ccccc1)C(c1ccc(Cl)cc1)N(C(=O)c1csnn1)C1CC1 (configuration not stated),2,1,-3,-1,2,1,-6,-4,-3,-0.3
N#Cc1ccc(CSc2ncccn2)cc1,3,3,1,3,3,-2,-1,1,-6,-1.0
O=C(COc1coc(CN2CCc3ccccc3C2)cc1=O)Nc1ccccc1F,4,-6,1,-8,4,-3,6,-2,10,-1.8
COC(=O)[C@]12C[C@H](CC(=O)NCc3ccc(C)o3)C(=O)N(Cc3cccc4ccccc34)C1=C[C@H](C(C)(C)C)O[C@@H]2C,-2,.,5,-12,-1,6,2,0,.,.
